OXTR potentiator: potentiates the human oxytocin receptor response | P30559 | activation, % at 3 µM | 320,000 compounds, 0.061% hits | CHO-OTR cells, Fluo-8 calcium fluorescence, potentiator mode; 0% = oxytocin EC15, 100% = EC100;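 active = activation above that plate's cutoff, the mean activation of tested compounds plus 3 SD, cut at about 6.6% in these data, passing the limit was not always enough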;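 also: 100% uses oxytocin at 75 nM as the full agonist control; some results filed as inactive read as strong as hits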
Target sequence (P30559 whole entry, looked up): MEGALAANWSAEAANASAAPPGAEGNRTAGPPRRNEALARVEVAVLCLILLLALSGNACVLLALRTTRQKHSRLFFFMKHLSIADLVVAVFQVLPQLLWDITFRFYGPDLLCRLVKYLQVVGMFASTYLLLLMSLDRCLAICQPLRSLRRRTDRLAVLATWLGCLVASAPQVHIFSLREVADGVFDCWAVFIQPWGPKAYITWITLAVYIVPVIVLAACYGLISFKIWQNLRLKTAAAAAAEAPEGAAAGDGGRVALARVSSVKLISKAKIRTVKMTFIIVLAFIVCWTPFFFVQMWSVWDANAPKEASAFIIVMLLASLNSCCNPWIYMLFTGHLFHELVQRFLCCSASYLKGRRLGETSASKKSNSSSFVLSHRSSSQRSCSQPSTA
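Dosing: Single dose, 3.0 µM nominal final compound concentration | Material: Human OTR in CHO cells | Technique: Kinetic Fluo-8 calcium fluorescence | Benchmarks: EC15 oxytocin alone as 0%, 75 nM oxytocin as 100% | Probe or stimulus: Oxytocin at about EC15, sub-maximal agonist stimulus | Incubation: Compound 6 min at room temperature before oxytocin, 100 s read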
CHO-K1 Ca antag: counter-screen for M1 antagonists: effect in parental CHO-K1 cells. inhibition, % at 3 µM. ATP-induced calcium, Fluo-8 fluorescence. 360,000 compounds, 0.6% hits;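 active = inhibition above a per-plate cutoff, the plate's mean sample inhibition plus 3 SD, cut at about 24% in these data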;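 also: 0% = DMSO plus EC80 ATP and 100% = DMSO alone without ATP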
CHRM4 agonist: agonists of human muscarinic M4 receptor (CHRM4); activation, % at 3 µM; 360,000 compounds, 0.14% hits; CHO-K1 hM4/Gqi5, Fluo-8 calcium fluorescence; vehicle 0%, full acetylcholine response 100%; AID 624127; P08173;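 active = activation above the run mean over all test wells plus 3 SD, cut at about 32% in these data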;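 also: peak over basal fluorescence ratio per well then scaled between controls; 0% = DMSO wells and 100% = acetylcholine at EC100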
Target sequence (P08173 whole entry, looked up): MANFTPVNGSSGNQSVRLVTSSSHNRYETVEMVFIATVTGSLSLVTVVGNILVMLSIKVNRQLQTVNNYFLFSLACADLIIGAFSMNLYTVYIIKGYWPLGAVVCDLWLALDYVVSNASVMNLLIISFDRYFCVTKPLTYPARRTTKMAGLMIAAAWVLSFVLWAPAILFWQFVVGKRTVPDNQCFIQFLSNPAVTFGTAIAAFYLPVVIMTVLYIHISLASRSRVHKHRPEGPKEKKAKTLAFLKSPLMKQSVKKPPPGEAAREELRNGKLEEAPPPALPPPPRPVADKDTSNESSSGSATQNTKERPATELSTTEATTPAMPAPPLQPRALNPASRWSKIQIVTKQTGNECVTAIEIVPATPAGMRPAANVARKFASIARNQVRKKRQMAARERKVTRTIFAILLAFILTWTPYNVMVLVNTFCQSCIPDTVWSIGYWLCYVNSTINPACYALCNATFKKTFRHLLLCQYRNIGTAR
M1 ag parental: M1 agonist counterscreen hit in parental CHO-K1 cells | Fluo-8 calcium fluorescence; scaled to maximal ATP response, vehicle zero | activation, % at 3 µM | 360,000 compounds, 0.48% hits | AID 602248; in the data active = activation above about 15%;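 also: untransfected CHO-K1 host cells lacking M1 receptor as counterscreen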
M1 ag: agonists of human M1 muscarinic receptor | CHO-K1 hM1, Fluo-8 calcium fluorescence, agonist mode; 0% DMSO, 100% acetylcholine EC100 | 360,000 compounds, 0.33% hits | activation, % at 3 µM | AID 588814 | P11229;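 active = activation above the run's mean compound activation plus 3 SD, cut at about 16% in these data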;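 also: peak over basal fluorescence ratio within a 140 s kinetic read after compound addition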
CHO parental Ca: counter-screen for OX1R antagonists: effect in parental CHO cells; parental CHO-K1, ATP-induced calcium, Fluo-8 fluorescence; inhibition, % at 5.6 µM; 330,000 compounds, 0.63% hits;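 active = inhibition above that plate's mean sample inhibition plus 3 SD, cut at about 26% in these data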;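 also: 0% = ATP-challenged DMSO wells and 100% = DMSO wells without ATP; some compounds past the cut are filed as inactive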
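Assay system: untransfected parental CHO cell line. Also added: ATP agonist challenge. Dosing: one dose, 5.6 µM nominal. Measured by: Fluo-8 fluorescence. Read-out: % inhibition. Benchmarks: ATP wells versus no-ATP DMSO wells. Repeats: no replicates.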
CHRM4 antagonist: blocks acetylcholine activation of human M4 receptor; CHO-hM4 cells, ACh EC80, Fluo-8 calcium fluorescence; inhibition, % at 3 µM; 360,000 compounds, 0.73% hits;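 active = inhibition above its plate's cutoff, the mean inhibition of sample wells plus 3 SD, cut at about 27% in these data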;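 also: 0% = acetylcholine EC80 with DMSO and 100% = DMSO without agonist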
M1 antag: human CHRM1 antagonism; P11229; CHO-K1 hM1, Fluo-8 calcium fluorescence, ACh EC80 antagonist; inhibition, % at 3 µM; 360,000 compounds, 1.3% hits; AID 588852;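 active = percent inhibition above its own plate's cutoff, namely the mean of that plate's compound wells plus 3 SD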;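 also: peak over basal fluorescence ratio during 140 s after agonist addition; 0% = ACh EC80 plus DMSO and 100% = DMSO alone without agonist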
CHRM1 PAM: positive allosteric modulators of human M1 muscarinic receptor. 360,000 compounds, 0.088% hits. CHO-K1 hM1, Fluo-8 calcium fluorescence, ACh EC20; 0% = ACh EC20, 100% = maximal ACh. P11229. AID 588819. activation, % at 3 µM; in the data active = activation above about 19%, passing the limit was not always enough
* = called active by the depositor.

Cn1c2c(c(=O)n(C)c1=O)CN(CCc1ccccc1)CN2 was read as OXTR potentiator -2, CHO-K1 Ca antag -8, CHRM4 agonist 1, M1 ag parental 0.6, M1 ag 1, CHO parental Ca -1, CHRM4 antagonist 6, M1 antag -8 and CHRM1 PAM 9.
CN1CCc2c(sc(NC(=O)C3CCCN3S(=O)(=O)c3ccc(Cl)s3)c2C(N)=O)C1 (stereo not given) was read as OXTR potentiator -7, CHO-K1 Ca antag 7, CHRM4 agonist 1, M1 ag parental 0.3, M1 ag -5, CHO parental Ca -11, CHRM4 antagonist 5, M1 antag -6 and CHRM1 PAM 6.
COc1ccc(NC(=O)Cn2c(CCC(=O)O)ccc2-c2ccccc2)cc1 was read as OXTR potentiator -3, CHO-K1 Ca antag -12, CHRM4 agonist 1, M1 ag parental -0.5, M1 ag -2, CHO parental Ca -14, CHRM4 antagonist -11, M1 antag -22 and CHRM1 PAM 15.
For CC(=O)c1ccc(OCC(=O)OCC(=O)NCc2ccco2)cc1 the results were OXTR potentiator -4, CHO-K1 Ca antag -7, CHRM4 agonist 1, M1 ag parental 0.3, M1 ag 0, CHO parental Ca -14, CHRM4 antagonist -13, M1 antag -3 and CHRM1 PAM 2.
`Cc1cccc(-n2c(N)cc(=O)[nH]c2=S)c1C` gave OXTR potentiator -14, CHO-K1 Ca antag -15, CHRM4 agonist 5, M1 ag parental 0.4, M1 ag -1, CHO parental Ca -10, CHRM4 antagonist -8, M1 antag -35 and CHRM1 PAM 6.
For CC(C)Oc1ccc(C(=O)Nc2ccc(N(C)C)cc2)cc1 the results were OXTR potentiator -6, CHO-K1 Ca antag -8, CHRM4 agonist 0, M1 ag parental 0.1, M1 ag -5, CHO parental Ca 2, CHRM4 antagonist 7, M1 antag -4 and CHRM1 PAM 4.
COc1cccc(OC)c1C(=O)Nc1cccc(-c2nc3ccccc3[nH]2)c1 was read as OXTR potentiator -2, CHO-K1 Ca antag 1, CHRM4 agonist 15, M1 ag parental 4.3, M1 ag -5, CHO parental Ca -22, CHRM4 antagonist -6, M1 antag 6 and CHRM1 PAM -7.
Screening O=C(Nc1ccc(OC(F)(F)F)cc1)C1CCCCN1S(=O)(=O)c1ccccc1 (stereo not given) returned CHO-K1 Ca antag -6, CHRM4 agonist 2, M1 ag parental 2.6, M1 ag -4, CHRM4 antagonist 24, M1 antag 10 and CHRM1 PAM -9.
`Cc1ccccc1N(C(=O)c1csnn1)C(C(=O)NC1CCCCC1)c1ccncc1` (stereo not given) gave OXTR potentiator -1, CHO-K1 Ca antag 7, CHRM4 agonist 0, M1 ag parental -0.5, M1 ag -2, CHO parental Ca -15, CHRM4 antagonist 2, M1 antag -18 and CHRM1 PAM 24.
CCOc1cc(C2c3c(oc4ccccc4c3=O)C(=O)N2c2nccs2)ccc1O (stereo not given) was read as OXTR potentiator -3, CHO-K1 Ca antag -7, CHRM4 agonist 0, M1 ag parental 0.3, M1 ag -2, CHO parental Ca -23, CHRM4 antagonist 1, M1 antag -26 and CHRM1 PAM 16.
Screening COc1ccccc1-c1nnc(NC(=O)CCS(=O)(=O)c2ccc(F)cc2)o1 returned CHO-K1 Ca antag 7, CHRM4 agonist 1, M1 ag parental 0.2, M1 ag -1, CHRM4 antagonist -6, M1 antag -3 and CHRM1 PAM 2.
For CCOC(=O)N1CCN(c2cc(N3CCOCC3)c(F)cc2[N+](=O)[O-])CC1 the results were OXTR potentiator -3, CHO-K1 Ca antag -10, CHRM4 agonist 3, M1 ag parental 0.8, M1 ag -6, CHO parental Ca 1, CHRM4 antagonist -2, M1 antag -4 and CHRM1 PAM 5.
CCCC(=O)N=c1sc2c(OC)ccc(OC)c2n1C was read as OXTR potentiator 1, CHO-K1 Ca antag 2, CHRM4 agonist 0, M1 ag parental 0.2, M1 ag 0, CHO parental Ca -16, CHRM4 antagonist -2, M1 antag -7 and CHRM1 PAM 8.
Screening CCNC(=S)NNC(=O)c1c(Cl)c(C)nn1C returned OXTR potentiator -8, CHO-K1 Ca antag -9, CHRM4 agonist 2, M1 ag parental 0.3, M1 ag -5, CHO parental Ca 0, CHRM4 antagonist -4, M1 antag -7 and CHRM1 PAM 5.
`COc1cc(/C=C/c2nc3ccccc3c(=O)[nH]2)ccc1O` gave CHO-K1 Ca antag -7, CHRM4 agonist 4, M1 ag parental 1.5, M1 ag -1, CHRM4 antagonist -2, M1 antag -6 and CHRM1 PAM 4.
Screening CC(C)OC(=O)CC(=O)CSc1nc2c(cc1C#N)CCC2 returned OXTR potentiator -2, CHO-K1 Ca antag -2, CHRM4 agonist 1, M1 ag parental 0.6, M1 ag -3, CHO parental Ca -5, CHRM4 antagonist 0, M1 antag -19 and CHRM1 PAM 6.
Screening Cc1cc(NC(c2cccnc2)c2c(C)[nH]c3ccccc23)no1 (stereo not given) returned OXTR potentiator -9, CHO-K1 Ca antag -17, CHRM4 agonist 2, M1 ag parental 0.4, M1 ag -4, CHO parental Ca 9, CHRM4 antagonist -3, M1 antag -16 and CHRM1 PAM 12.
`COc1cccc2c1C(=O)O/C2=C/c1ccc2c(c1)OCO2` gave OXTR potentiator 6, CHO-K1 Ca antag 1, CHRM4 agonist 0, M1 ag parental -0.4, M1 ag -2, CHO parental Ca -14, CHRM4 antagonist -15, M1 antag -6 and CHRM1 PAM 9.
`O=C(O)c1cccc(Nc2ccc([N+](=O)[O-])c3nonc23)c1` gave OXTR potentiator -3, CHO-K1 Ca antag -11, CHRM4 agonist 6, M1 ag parental 0.7, M1 ag -2, CHO parental Ca -2, CHRM4 antagonist -5, M1 antag -13 and CHRM1 PAM 16.
For Cc1onc(C(=O)NN)c1-c1csc(COc2ccc(Cl)cc2)n1 the results were OXTR potentiator -15, CHO-K1 Ca antag 3, CHRM4 agonist 6, M1 ag parental 9.0, M1 ag 5, CHO parental Ca 16, CHRM4 antagonist -5, M1 antag 10 and CHRM1 PAM -3.
For Cn1cnc2c(NCc3ccco3)ncnc21 the results were OXTR potentiator -2, CHO-K1 Ca antag -4, CHRM4 agonist 2, M1 ag parental 0.5, M1 ag 0, CHO parental Ca 4, CHRM4 antagonist -14, M1 antag -4 and CHRM1 PAM 4.
Screening Cc1ccc(OCc2cc(C(=O)NCCc3cccnc3)no2)cc1C returned OXTR potentiator -7, CHO-K1 Ca antag -12, CHRM4 agonist 9, M1 ag parental 8.7, M1 ag -1, CHO parental Ca -42, CHRM4 antagonist -2, M1 antag 8 and CHRM1 PAM -6.
For C[C@H](CO)NC(=O)c1nc[nH]c1C(=O)N[C@@H](C)c1ccccc1 the results were CHO-K1 Ca antag -1, CHRM4 agonist 1, M1 ag parental 0.6, M1 ag 0, CHRM4 antagonist -17, M1 antag -8 and CHRM1 PAM 2.
Screening Clc1ccccc1-c1ccc2nccn2c1 returned CHO-K1 Ca antag -12, CHRM4 agonist 0, M1 ag parental 0.8, M1 ag -8, CHRM4 antagonist 3, M1 antag -8 and CHRM1 PAM -10.
`O=C(CN1C(=O)NC2(CCCCCC2)C1=O)NC1CCCCCCC1` gave OXTR potentiator 0, CHO-K1 Ca antag -17, CHRM4 agonist 0, M1 ag parental 0.5, M1 ag -4, CHO parental Ca -6, CHRM4 antagonist 15, M1 antag -5 and CHRM1 PAM 9.
Screening O=C(CCCN1C(=O)c2ccccc2C1=O)NCCC1=CCCCC1 returned OXTR potentiator -5, CHO-K1 Ca antag -2, CHRM4 agonist 0, M1 ag parental 0.0, M1 ag -1, CHO parental Ca -15, CHRM4 antagonist 7, M1 antag 1 and CHRM1 PAM 1.
For Fc1ccc(-n2c(-c3ccc4ccccc4n3)n[nH]c2=S)cc1 the results were OXTR potentiator 7, CHO-K1 Ca antag 7, CHRM4 agonist 0, M1 ag parental -0.3, M1 ag -5, CHO parental Ca -4, CHRM4 antagonist 4, M1 antag 1 and CHRM1 PAM 4.
For Cc1noc(C)c1CSCC(=O)Nc1nc2ccc(F)cc2s1 the results were OXTR potentiator -13, CHO-K1 Ca antag 8, CHRM4 agonist 4, M1 ag parental 0.8, M1 ag 0, CHO parental Ca -6, CHRM4 antagonist -2, M1 antag -3 and CHRM1 PAM 9.
For O=C(NNC1=Nc2ccccc2SC1)c1ccccc1F the results were OXTR potentiator -1, CHO-K1 Ca antag -1, CHRM4 agonist 10, M1 ag parental 3.1, M1 ag -2, CHO parental Ca -2, CHRM4 antagonist 8, M1 antag 2 and CHRM1 PAM -1.
For COc1ccccc1OCc1nc(C#N)c(NCCCn2ccnc2)o1 the results were OXTR potentiator 0, CHO-K1 Ca antag 10, CHRM4 agonist 4, M1 ag parental 1.5, M1 ag -8, CHO parental Ca -13, CHRM4 antagonist 0, M1 antag -6 and CHRM1 PAM 6.
COc1cc(OC)cc(C(=O)Nc2ccc(C(=O)c3ccncc3)cc2)c1 was read as OXTR potentiator -12, CHO-K1 Ca antag 6, CHRM4 agonist 12, M1 ag parental 6.9, M1 ag -2, CHO parental Ca 15, CHRM4 antagonist 6, M1 antag 8 and CHRM1 PAM -1.
Cc1cccc(C(=O)Oc2ccccc2/C=N/NC(=O)c2ccc(NC(=O)C(C)(C)C)cc2)c1 was read as OXTR potentiator -3, CHO-K1 Ca antag 7, CHRM4 agonist 6, M1 ag parental 3.2, M1 ag -8, CHO parental Ca -8, CHRM4 antagonist 6, M1 antag 11 and CHRM1 PAM -6.
`CCn1nnnc1SCC(=O)N1CCN(Cc2ccc3c(c2)OCCO3)CC1` gave OXTR potentiator -8, CHO-K1 Ca antag -11, CHRM4 agonist 16, M1 ag parental 4.7, M1 ag -4, CHO parental Ca -11, CHRM4 antagonist -5, M1 antag 17 and CHRM1 PAM -7.
Screening CCOC(=O)C1CCCNC1=O (stereo not given) returned OXTR potentiator -2, CHO-K1 Ca antag -9, CHRM4 agonist 0, M1 ag parental 1.2, M1 ag -3, CHO parental Ca -10, CHRM4 antagonist 1, M1 antag 5 and CHRM1 PAM -1.

3 compounds picked at random from those above, as already listed:
Cc1cccc(C(=O)Oc2ccccc2/C=N/NC(=O)c2ccc(NC(=O)C(C)(C)C)cc2)c1 was read as OXTR potentiator -3, CHO-K1 Ca antag 7, CHRM4 agonist 6, M1 ag parental 3.2, M1 ag -8, CHO parental Ca -8, CHRM4 antagonist 6, M1 antag 11 and CHRM1 PAM -6.
Screening CCOC(=O)C1CCCNC1=O (stereo not given) returned OXTR potentiator -2, CHO-K1 Ca antag -9, CHRM4 agonist 0, M1 ag parental 1.2, M1 ag -3, CHO parental Ca -10, CHRM4 antagonist 1, M1 antag 5 and CHRM1 PAM -1.
`CCn1nnnc1SCC(=O)N1CCN(Cc2ccc3c(c2)OCCO3)CC1` gave OXTR potentiator -8, CHO-K1 Ca antag -11, CHRM4 agonist 16, M1 ag parental 4.7, M1 ag -4, CHO parental Ca -11, CHRM4 antagonist -5, M1 antag 17 and CHRM1 PAM -7.

Compound activity: PubChem BioAssay, The Scripps Research Institute Molecular Screening Center
